High-throughput results (PubChem BioAssay)
GalR3 antagonist: GalR3 antagonists in HEK293 cells, primary screen, cell-based, fluorescence readout; Galanin receptor type 3 (Homo sapiens), O60755; HEK293 GalR3-CNG cAMP membrane potential fluorescence; galR3 body fused to GalR1 C-terminus; inhibition, % at 3 µM; hit rate 0.44% among 360,000;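 active = inhibition above the screen-wide average plus 3 SD, cut at about 13% in these data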;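 also: forskolin and galanin both at EC90 stimulate the cells; cAMP rise reported by CNG channel membrane potential dye signal; 0% = forskolin plus galanin with DMSO and 100% = forskolin alone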
Target sequence (O60755 1-299 limits assumed): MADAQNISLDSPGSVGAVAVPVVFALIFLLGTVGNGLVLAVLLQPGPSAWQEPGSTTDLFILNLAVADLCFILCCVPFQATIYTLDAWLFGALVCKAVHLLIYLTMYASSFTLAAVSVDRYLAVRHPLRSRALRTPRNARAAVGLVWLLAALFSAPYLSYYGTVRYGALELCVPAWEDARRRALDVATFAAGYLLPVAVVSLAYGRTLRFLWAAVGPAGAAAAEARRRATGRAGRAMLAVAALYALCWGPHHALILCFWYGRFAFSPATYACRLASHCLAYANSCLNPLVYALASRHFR
CRFR2-BP antag: antagonists of CRF-BP/CRF-R2 complex, primary screen, cell-based, HEK293, calcium dye fluorescence, uHTS | AID 588475, 2011 | CRF-induced calcium fluorescence | hit rate 0.59% among 350,000 | inhibition, % at 11.8 µM;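 active = inhibition of the ligand-induced calcium signal above about 50% at the single tested concentration, limit read from the data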
CRFBP-R2 agonist: agonists of CRF-BP/CRF-R2 complex, primary screen, cell-based, HEK293, calcium dye fluorescence, uHTS. hit rate 0.46% among 350,000. activation, % at 13.2 µM. CRF-binding protein / CRF receptor 2 complex (human). calcium dye fluorescence (FLIPR); percent of saturating CRF peptide response;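 active = activation of at least 50%, plus an integration ratio under a set limit after plate pattern correction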;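 also: plate controls were neutral control wells without compound for no effect and CRF at EC100 for full effect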
Active calls of the source: *. Only part of the results is shown; rates above refer to the full screens.

SMILES | GalR3 antagonist | CRFR2-BP antag | CRFBP-R2 agonist
Cc1ccc(COC(=O)CCCN=C2NS(=O)(=O)c3ccccc32)cc1 | -4 | 23 | 0.7
COc1ccccc1NC(=O)C(=O)NCCCN1CCCC1=O | 1 | 7 | 1.4
Cc1nn(-c2ccccc2)c(Cl)c1C(=O)OCC(=O)NCCc1ccc(S(N)(=O)=O)cc1 | 0 | 9 | -3.1
O=C(NCCO)c1nc(C(=O)c2ccccc2)c2ccccc2n1 | -2 | 1 | 0.3
O=C(COC(=O)/C=C/c1ccc(Cl)cc1)Nc1ccc2[nH]c(=O)[nH]c2c1 | 2 | 12 | -0.4
COCOCCn1cc(CN2CCS(=O)(=O)N(Cc3ccc(-c4ccc(Cl)cc4)cc3)C(C(C)C)C2=O)nn1 (centres undefined) | -7 | 14 | -0.7
Cc1noc(C)c1NC(=O)N(C)C[C@H]1Oc2ccc(NC(=O)NC(C)C)cc2C(=O)N([C@H](C)CO)C[C@@H]1C | -1 | 21 | -2.0
Cc1ccc(S(=O)(=O)N2CCC(C(=O)NNC(=O)c3ccccc3O)CC2)cc1C | -4 | -1 | -3.7
Cc1cc(C)c(OCC(=O)OCC(=O)N2CCCc3ccccc32)c(C)c1 | -2 | 8 | 1.1
O=C(c1ccc(F)cc1F)N1CCN(S(=O)(=O)c2ccc3c(c2)OCCO3)CC1 | -5 | -4 | -1.0
CC(OC(=O)CN1C(=O)NC2(CCCC2)C1=O)c1ccc(F)cc1 (centres undefined) | -4 | 1 | -0.7
COc1cc(C#N)ccc1OCC(=O)NCCC1=CCCCC1 | 6 | -3 | 0.8
Cc1cc(C(C)(C)C)ccc1OC(=O)C1=CC=CN2CCS(=O)(=O)N=C12 | -4 | 0 | 0.8
CC(C)Oc1ccc(S(=O)(=O)N2CCCCC2)cc1NC(=O)CN1C(=O)NC2(CCCC2)C1=O | -1 | -6 | -0.7
Cc1c(-c2ccccc2Br)nc2ccccc2c1C(=O)O | -5 | 1 | -0.8
COc1ccc(S(=O)(=O)N(C)C[C@H]2Oc3ccc(NC(=O)Cn4cnnn4)cc3C(=O)N([C@H](C)CO)C[C@@H]2C)cc1 | -2 | 11 | 0.6
COc1cccc(CSC(C(=O)O)c2ccccc2)c1 (centres undefined) | -5 | 46 | 0.5
Cn1c2ccccc2c2nnc(N/N=C/c3ccc(O)cc3)nc21 | -2 | -13 | -1.1
N#Cc1ccccc1C[C@H](N)C(=O)NC[C@H]1O[C@@H](n2ccc(N)nc2=O)[C@H](O)[C@@H]1O | -5 | 8 | -1.0
COc1cc(NC(=O)CN2C(=O)NC(CC(C)C)C2=O)cc(OC)c1OC (centres undefined) | -1 | 11 | -0.2

Compound profiles, from the list above. Screens in order: GalR3 antagonist	CRFR2-BP antag	CRFBP-R2 agonist
Profile of Cc1cc(C(C)(C)C)ccc1OC(=O)C1=CC=CN2CCS(=O)(=O)N=C12 : -4	0	0.8
Profile of Cc1ccc(COC(=O)CCCN=C2NS(=O)(=O)c3ccccc32)cc1 : -4	23	0.7
Profile of COc1cc(NC(=O)CN2C(=O)NC(CC(C)C)C2=O)cc(OC)c1OC (centres undefined) : -1	11	-0.2
Profile of Cc1c(-c2ccccc2Br)nc2ccccc2c1C(=O)O : -5	1	-0.8
Profile of Cc1nn(-c2ccccc2)c(Cl)c1C(=O)OCC(=O)NCCc1ccc(S(N)(=O)=O)cc1 : 0	9	-3.1

Continuation.
SMILES | GalR3 antagonist | CRFR2-BP antag | CRFBP-R2 agonist
COc1ccc(OCC(O)CN2CCC(CN3C(=O)c4cccc5cccc(c45)C3=O)CC2)cc1 (centres undefined) | -8 | -3 | -4.5
CN1CCN(C(=O)CCN2C(=O)c3ccccc3S2(=O)=O)CC1 | -2 | 18 | 0.7
Cc1ccc(NC(=O)CSCC(=O)NNC(=O)c2ccoc2C)cc1 | -2 | 0 | 1.1
O=C(CNCc1ccccc1Cl)Nc1cc(S(=O)(=O)N2CCOCC2)ccc1Cl | -6 | 2 | -1.2
CN1C(=O)[C@H]2[C@@H](/C=C/c3ccccc3)N3C(=O)CN(Cc4ccc(-c5ccccc5)cc4)C(=O)[C@@]3(C)[C@H]2C1=O | -4 | 6 | 1.1
COc1ccc2ncccc2c1Cc1c(OC)ccc2ncccc12 | -3 | -52 | -7.5
CC(C)(C)OC(=O)NCCCCCNC(=O)c1ncn(Cc2ccccc2)c1C(=O)NCCCCCNC(=O)OC(C)(C)C | -4 | 19 | 1.2
C[C@H]1CN([C@@H](C)CO)C(=O)CCCn2nncc2CO[C@H]1CN(C)C(=O)NC1CCCCC1 | -7 | -3 | -0.4
N#Cc1ccc(OCc2cccc(S(=O)(=O)N3CCOCC3)c2)cc1 | 3 | -7 | -0.1
CC(C)(C)c1ccc(/C=C(\C#N)C(=O)NC2CC2)cc1 | 1 | -33 | 0.2
CCCc1cc(=O)[nH]c(SCC(=O)Nc2sccc2C#N)n1 | -2 | -6 | 1.9
COc1ccc(CCNC(=O)CCc2ccccc2)cc1OC | -3 | -2 | -1.2
O=C(COC(=O)c1ccc(Br)cc1)NC(=O)NCc1ccccc1 | -5 | 6 | -0.1
O=C1C=C(c2cc3ccccc3o2)C[C@@H](c2ccc(F)cc2)C1 | -8 | -10 | -0.1
O=c1[nH]cnc2c1ncn2-c1ccc(N(CCO)CCO)cc1 | -2 | 15 | -4.2
O=[N+]([O-])c1c(O)c(Cl)cc(Cl)c1Cl (tested in a mixture with another compound) | 1 | 37 | 6.0
COc1ccc(CC(=O)Nc2cccc(Cl)c2C)cc1S(=O)(=O)N1CCOCC1 | -7 | 3 | -0.4
C=CC[C@H](CC(=O)N(CCO)Cc1ccccc1)C(=O)N[C@@H](COC(=O)[C@H](CC=C)CC(=O)OC(C)(C)C)Cc1c[nH]c2ccccc12 | -6 | 17 | 0.8
CSCCC(NC(=O)c1ccc([N+](=O)[O-])cc1Cl)C(=O)OC(C)C(=O)NCc1ccco1 (centres undefined) | -2 | 5 | 0.1
CCN1C(=O)[C@H]2[C@H]3CN=C(SCc4ccc(C#N)cc4)N3[C@@](C)(C(=O)OC)[C@H]2C1=O | -3 | 2 | 0.6

Entries from the list above with bromine (two):
SMILES | GalR3 antagonist | CRFR2-BP antag | CRFBP-R2 agonist
Cc1c(-c2ccccc2Br)nc2ccccc2c1C(=O)O | -5 | 1 | -0.8
O=C(COC(=O)c1ccc(Br)cc1)NC(=O)NCc1ccccc1 | -5 | 6 | -0.1

Part of the list above with just CRFBP-R2 agonist.
SMILES,CRFBP-R2 agonist
CC(C)(C)c1ccc(/C=C(\C#N)C(=O)NC2CC2)cc1,0.2
CCN1C(=O)[C@H]2[C@H]3CN=C(SCc4ccc(C#N)cc4)N3[C@@](C)(C(=O)OC)[C@H]2C1=O,0.6

3 structures already listed, sorted by count of non-hydrogen atoms, high to low:
SMILES | GalR3 antagonist | CRFR2-BP antag | CRFBP-R2 agonist
CSCCC(NC(=O)c1ccc([N+](=O)[O-])cc1Cl)C(=O)OC(C)C(=O)NCc1ccco1 (centres undefined) | -2 | 5 | 0.1
Cc1cc(C)c(OCC(=O)OCC(=O)N2CCCc3ccccc32)c(C)c1 | -2 | 8 | 1.1
COc1cc(C#N)ccc1OCC(=O)NCCC1=CCCCC1 | 6 | -3 | 0.8

Additional results follow:
SMILES | GalR3 antagonist | CRFR2-BP antag | CRFBP-R2 agonist
C[C@H]1CN([C@@H](C)CO)C(=O)CCCn2nncc2CO[C@H]1CN(C)C(=O)c1ccc2ccn(C)c2c1 | 3 | -4 | 6.0
O=C1CCC2c3[nH]c4ccccc4c3CCN12 (centres undefined) | -1 | 3 | 27
CSCCC(C)N1CCC(Oc2ccc(C(=O)NCc3ccccn3)cc2)CC1 (centres undefined) | -2 | 12 | 2.0
Cc1ccc(OCCNC(=O)c2ccc(COc3ccccc3)o2)cc1 | -2 | 27 | 1.6
COc1ccc(C(=O)NNC(=O)c2ccc(F)c(S(=O)(=O)N3CCOCC3)c2)cc1 | -6 | 1 | -3.6
Cc1noc(C)c1C(=O)OCC(=O)NCCc1ccccc1 | -7 | -4 | 0.8
Cc1ccc(C(=O)NCC(c2ccco2)N2CCOCC2)cc1 (centres undefined) | -2 | 2 | -0.8
O=C(CSc1ccc2c(c1)OCCO2)N1CCN(c2ccccc2O)CC1 | -2 | 17 | -0.3
CCOC(=O)CN(C(=O)COC(=O)C1=NNC(=O)CC1)c1ccc(F)cc1 | -4 | 6 | -3.9
COC(=O)c1ccccc1S(=O)(=O)NNC(=O)c1nn(C)c(=O)c2ccccc12 | -4 | 2 | 0.7
CN1CCN(S(=O)(=O)c2ccc(N3CCN(c4ccccc4Cl)CC3)nc2)CC1 | -3 | 0 | -1.3
COc1cc(C(=O)OCC(=O)Nc2cccc(S(=O)(=O)N3CCOCC3)c2)ccc1OCC(C)C | 4 | 6 | 2.0
NC(=S)NN=Cc1nccc2c(N)cccc12 | -5 | 10 | -1.6
CCOc1ccc(NC(=O)CSc2nnc(C3CC3)n2C)cc1S(=O)(=O)N1CCCCC1 | -2 | 2 | -0.9
CN(CC(=O)Nc1ccc(Cl)cc1)C(=O)CNC(=O)c1ccc2c(c1)OCO2 | -1 | 7 | -0.6
O=C(C[C@@H]1C/C=C\C[C@@H](Cc2ccc(F)cc2)C(=O)OC[C@@H]2CCCN2C1=O)NCCO | -4 | -7 | 0.8
COC(=O)[C@@]12CCCCN1[C@H](c1ccc(-c3ccccc3)cc1)[C@@H]1C(=O)N(C)C(=O)[C@@H]12 | -5 | -12 | 1.4
CSc1ccccc1C(=O)OCC(=O)NC1CC1 | -8 | -1 | -0.3
CCC1CCC2(CC1)NC(=O)N(CC(=O)NCc1ccccc1Cl)C2=O (centres undefined) | -6 | -15 | 0.9
CN(C)c1ccc(CN(CC2CCCO2)C(=O)c2cc3ccccc3o2)cc1 (centres undefined) | -5 | 6 | -1.3
Cn1c(N)c(C(=O)CSc2nn(-c3ccccc3)c(=S)s2)c(=O)n(C)c1=O | -7 | 20 | -0.6
O=C(Nc1ccn(CCCNC2CCN(Cc3ccccc3)CC2)c(=O)n1)OCc1ccccc1 | -2 | -6 | 1.3
CSCCC(NC(=O)COc1ccccc1)C(=O)OCc1ccc(Cl)cc1 (centres undefined) | -5 | 11 | -0.6
CC1CCC2(CC1)NC(=O)N(CC(=O)NCCc1c[nH]c3ccccc13)C2=O (centres undefined) | -4 | 0 | -0.3
Nc1c(N(Cc2ccccc2)C(=O)COc2ccc([N+](=O)[O-])cc2)c(=O)[nH]c(=O)n1Cc1ccccc1 | 2 | 2 | 0.0
O=C(NCCCl)Nc1ncn[nH]1 | -6 | -1 | 1.8
CCN(CC(=O)Nc1ccccc1OC)Cc1csc(CC(=O)Nc2ccc(C)cc2)n1 | -4 | 9 | 1.2
O=C(c1cccs1)N1CCN(c2nc3c(F)cc(F)cc3s2)CC1 | -2 | 0 | -0.9
Cc1cccc(NC(=O)C(C)Sc2nc3ccccc3c(=O)n2CCCN2CCOCC2)c1 (centres undefined) | -4 | -9 | -1.1
Cc1ccc(C)c(NC(=O)CCN2C(=O)C3CC=CCC3C2=O)c1 (centres undefined) | -7 | -1 | 0.5
COc1ccc(Br)cc1/C=N/NS(=O)(=O)c1ccccc1 | -8 | -43 | -1.3
COc1ccc(CN2C(=O)C(CC(=O)NCc3ccco3)CC(C(=O)N(C(C)C)C(C)C)=C2C)cc1 (centres undefined) | -6 | 11 | -2.5
Cc1ccc(S(=O)(=O)Nc2ccc3c(c2)C(=O)N([C@@H](C)CO)C[C@@H](C)[C@@H](CN(C)S(=O)(=O)c2ccccc2)OCCCC[C@H](C)O3)cc1 | -4 | -4 | 12
CSc1ncccc1C(=O)OCC(=O)NCCc1ccccc1 | 0 | -2 | 0.1
Cc1ccc(S(=O)(=O)CC(=O)NCc2ccc(Cl)cc2)cc1 | 1 | 1 | -0.2
Cc1ccccc1NS(=O)(=O)c1ccc(C(=O)N2CCC2)cc1 | -2 | 5 | 1.9
CC1CN(S(=O)(=O)c2cc(C(=O)NCc3ccncc3)ccc2Cl)CC(C)O1 (centres undefined) | -2 | -9 | 0.3
CCCn1c(=N)n(CC(=O)c2ccc(OCC(=O)OC)cc2)c2ccccc21 | -5 | -5 | -0.5
C[C@H](NS(=O)(=O)c1ccc(Cl)cc1)C(=O)OCC(=O)NCCc1ccc(S(N)(=O)=O)cc1 | -5 | -4 | -0.8
CCOC(=O)Cc1csc(NC(=O)c2ccc(N3CCOCC3)cc2[N+](=O)[O-])n1 | -6 | -6 | 4.7
